M4 PAM: CHRM4 positive allosteric modulation. CHO-K1 hM4/Gqi5, Fluo-8 calcium fluorescence, ACh EC20; 0% = ACh EC20, 100% = maximal ACh. AID 624126. hit rate 0.4% among 360,000. P08173. activation, % at 3 µM;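 active = activation above its plate's cutoff, the mean activation of sample wells plus 3 SD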; also: some results filed as inactive read as strong as hits
CHRM5 agonist: CHRM5 agonism in calcium assay. hit rate 0.19% among 360,000. CHO-K1 hM5 cells, Fluo-8 calcium fluorescence; 0% DMSO wells, 100% maximal acetylcholine response. AID 624037. activation, % at 3 µM. P08912;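 active = activation above the run's mean over test compounds plus 3 SD, cut at about 23% in these data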;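 also: signal is peak over basal fluorescence ratio across the kinetic read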
Target sequence (P08912 whole entry, looked up): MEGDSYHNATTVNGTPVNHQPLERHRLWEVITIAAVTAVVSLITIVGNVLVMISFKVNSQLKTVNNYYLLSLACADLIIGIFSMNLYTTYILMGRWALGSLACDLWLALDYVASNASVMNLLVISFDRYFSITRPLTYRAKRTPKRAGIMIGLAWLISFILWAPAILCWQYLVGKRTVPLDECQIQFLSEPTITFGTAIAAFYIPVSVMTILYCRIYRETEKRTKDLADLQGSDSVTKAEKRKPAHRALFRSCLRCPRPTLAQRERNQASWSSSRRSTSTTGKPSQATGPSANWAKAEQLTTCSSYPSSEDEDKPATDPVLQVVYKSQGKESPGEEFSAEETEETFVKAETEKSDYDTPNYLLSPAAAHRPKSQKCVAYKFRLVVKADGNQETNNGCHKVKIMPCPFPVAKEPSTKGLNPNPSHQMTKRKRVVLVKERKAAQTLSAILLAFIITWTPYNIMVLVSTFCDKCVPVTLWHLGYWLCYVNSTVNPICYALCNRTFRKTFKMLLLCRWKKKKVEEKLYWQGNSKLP
M1 PAM parental: counter-screen for M1 PAMs: effect in parental CHO-K1 cells; AID 602247; hit rate 0.02% among 360,000; ATP EC20, Fluo-8 calcium fluorescence; 0% at ATP EC20, 100% at ATP max; activation, % at 3 µM;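 active = activation above the run cutoff, the mean activation of all test compounds plus 3 SD, cut at about 40% in these data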;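 also: peak over basal fluorescence ratio in a 140 s read after ATP addition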
CHRM4 agonist: CHRM4 agonism in calcium assay | P08173 | CHO-K1 hM4/Gqi5, Fluo-8 calcium fluorescence; vehicle 0%, full acetylcholine response 100% | activation, % at 3 µM | hit rate 0.14% among 360,000;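 active = activation above the run mean over all test wells plus 3 SD, cut at about 32% in these data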;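 also: peak over basal fluorescence ratio per well then scaled between controls; 0% = DMSO wells and 100% = acetylcholine at EC100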
CHRM5 antagonist: blocks acetylcholine activation of human M5 receptor; CHO-hM5 cells, Fluo-8 calcium fluorescence, ACh EC80; hit rate 0.59% among 360,000; P08912; inhibition, % at 3 µM;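 active = inhibition above a per-plate cutoff, the mean of that plate's test compounds plus 3 SD, cut at about 27% in these data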;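 also: 0% = acetylcholine EC80 with DMSO and 100% = DMSO without agonist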
M5 PAM: CHRM5 positive allosteric modulation. activation, % at 3 µM. hit rate 0.3% among 360,000. CHO-K1 hM5, Fluo-8 calcium, ACh EC20 PAM; 0% = ACh EC20, 100% = ACh EC100;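 active = activation above the run cutoff, the mean activation of all test compounds plus 3 SD, cut at about 18% in these data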
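Replicates: One well per compound, no replicates | System: Human M5 receptor in CHO-K1 cells | Benchmarks: Low control EC20 acetylcholine (0%), high control EC100 acetylcholine (100%) | Probe or stimulus: Acetylcholine, EC20 level | Times: Fluo-8 loading 80 min at 37 °C plus 30 min room temperature | Signal: Intracellular calcium via Fluo-8 fluorescence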
M1 ag parental: M1 agonist counterscreen hit in parental CHO-K1 cells | activation, % at 3 µM | Fluo-8 calcium fluorescence; scaled to maximal ATP response, vehicle zero | hit rate 0.48% among 360,000; in the data active = activation above about 15%;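 also: untransfected CHO-K1 host cells lacking M1 receptor as counterscreen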
CHRM4 antagonist: CHRM4 antagonism in calcium assay | CHO-hM4 cells, ACh EC80, Fluo-8 calcium fluorescence | inhibition, % at 3 µM | P08173 | hit rate 0.73% among 360,000 | AID 624125;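 active = inhibition above its plate's cutoff, the mean inhibition of sample wells plus 3 SD, cut at about 27% in these data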;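 also: 0% = acetylcholine EC80 with DMSO and 100% = DMSO without agonist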
CHO-K1 Ca antag: M1 antagonist counterscreen hit in parental CHO-K1 cells | hit rate 0.6% among 360,000 | inhibition, % at 3 µM | ATP-induced calcium, Fluo-8 fluorescence;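 active = inhibition above a per-plate cutoff, the plate's mean sample inhibition plus 3 SD, cut at about 24% in these data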;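 also: 0% = DMSO plus EC80 ATP and 100% = DMSO alone without ATP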
Starred values were filed as active, the others as inactive.

For CC(C)C(C(=O)Nc1ccc(N2CCOCC2)cc1)N1C(=O)c2ccccc2C1=O (centres undefined) the results were M4 PAM 8, CHRM5 agonist 1, M1 PAM parental 4, CHRM4 agonist 3, CHRM5 antagonist 11, M5 PAM 0, M1 ag parental 0.9, CHRM4 antagonist -3 and CHO-K1 Ca antag -21.
Cc1cc(NC(=O)c2ccc(Cl)cc2)c(C(C)C)cc1O was read as M4 PAM 13, CHRM5 agonist -3, M1 PAM parental 12, CHRM4 agonist 1, CHRM5 antagonist 2, M5 PAM -1, M1 ag parental 0.2, CHRM4 antagonist 0 and CHO-K1 Ca antag -12.
COc1cccc(C(=O)NNC(=O)c2ccccc2-n2cccc2)c1 was read as M4 PAM 0, CHRM5 agonist 1, M1 PAM parental -8, CHRM4 agonist 3, CHRM5 antagonist 8, M5 PAM -6, M1 ag parental 0.8, CHRM4 antagonist -2 and CHO-K1 Ca antag 3.
For CCC(Cc1ccccc1)NS(=O)(=O)c1ccc2c(c1)NC(=O)CS2 (centres undefined) the results were M4 PAM -3, CHRM5 agonist -4, M1 PAM parental -9, CHRM4 agonist 4, CHRM5 antagonist 7, M5 PAM -8, M1 ag parental 3.5, CHRM4 antagonist 4 and CHO-K1 Ca antag -13.
For CC1=C(C(=O)N(C(C)C)C(C)C)CC(CC(=O)NCc2cccc3ccccc23)C(=O)N1Cc1ccc(C(C)(C)C)cc1 (centres undefined) the results were M4 PAM 2, CHRM5 agonist -1, M1 PAM parental -5, CHRM4 agonist -2, CHRM5 antagonist 2, M5 PAM -2, M1 ag parental 0.0, CHRM4 antagonist -9 and CHO-K1 Ca antag 14.
For Brc1ccc(CN2CC[C@H]3C=CCc4cccc(c43)C2)cc1 the results were M4 PAM -3, CHRM5 agonist 1, M1 PAM parental -2, CHRM4 agonist -1, CHRM5 antagonist 8, M5 PAM 3, M1 ag parental -0.5, CHRM4 antagonist -2 and CHO-K1 Ca antag -10.
O=S1(=O)CC(N2CCSCC2)CN1Cc1cn(Cc2cccc(C(F)(F)F)c2)nn1 (centres undefined) was read as M4 PAM 2, CHRM5 agonist 2, M1 PAM parental 18, CHRM4 agonist 1, CHRM5 antagonist -5, M5 PAM -1, M1 ag parental 1.2, CHRM4 antagonist -10 and CHO-K1 Ca antag -22.
`Cn1c(=O)c2[nH]c(C3CC4CCC3C4)nc2n(C)c1=O` (centres undefined) gave M4 PAM -3, CHRM5 agonist 2, M1 PAM parental -4, CHRM4 agonist 2, CHRM5 antagonist 7, M5 PAM 3, M1 ag parental -0.4, CHRM4 antagonist 1 and CHO-K1 Ca antag 12.
Screening CC(C)CN(C)C(=O)CC1C(=O)NCCN1C (centres undefined) returned M4 PAM -6, CHRM5 agonist 1, M1 PAM parental 15, CHRM4 agonist 1, CHRM5 antagonist 5, M5 PAM 0, M1 ag parental -0.5, CHRM4 antagonist -3 and CHO-K1 Ca antag 1.
Screening COCc1c(C(=O)OCC(=O)Nc2ccc(OC(F)F)cc2)oc2ccccc12 returned M4 PAM 0, CHRM5 agonist 1, M1 PAM parental 17, CHRM4 agonist 1, CHRM5 antagonist 8, M5 PAM -7, M1 ag parental 1.3, CHRM4 antagonist 3 and CHO-K1 Ca antag -12.
O=C(NCCCN1CCOCC1)c1ccc(S(=O)(=O)Nc2ccccc2F)cc1 was read as M4 PAM 5, CHRM5 agonist -1, M1 PAM parental -15, CHRM4 agonist -1, CHRM5 antagonist 7, M5 PAM 1, M1 ag parental 0.1, CHRM4 antagonist -4 and CHO-K1 Ca antag 9.
Screening O=C(CSc1nnc(-c2cccs2)n1Cc1ccco1)Nc1ccc2c(c1)OCO2 returned M4 PAM 9, CHRM5 agonist 0, M1 PAM parental 15, CHRM4 agonist 2, CHRM5 antagonist -4, M5 PAM 2, M1 ag parental 5.0, CHRM4 antagonist 8 and CHO-K1 Ca antag -4.

The final 3 compounds of the section before are carried over, then new ones follow:
Screening COCc1c(C(=O)OCC(=O)Nc2ccc(OC(F)F)cc2)oc2ccccc12 returned M4 PAM 0, CHRM5 agonist 1, M1 PAM parental 17, CHRM4 agonist 1, CHRM5 antagonist 8, M5 PAM -7, M1 ag parental 1.3, CHRM4 antagonist 3 and CHO-K1 Ca antag -12.
O=C(NCCCN1CCOCC1)c1ccc(S(=O)(=O)Nc2ccccc2F)cc1 was read as M4 PAM 5, CHRM5 agonist -1, M1 PAM parental -15, CHRM4 agonist -1, CHRM5 antagonist 7, M5 PAM 1, M1 ag parental 0.1, CHRM4 antagonist -4 and CHO-K1 Ca antag 9.
Screening O=C(CSc1nnc(-c2cccs2)n1Cc1ccco1)Nc1ccc2c(c1)OCO2 returned M4 PAM 9, CHRM5 agonist 0, M1 PAM parental 15, CHRM4 agonist 2, CHRM5 antagonist -4, M5 PAM 2, M1 ag parental 5.0, CHRM4 antagonist 8 and CHO-K1 Ca antag -4.
Screening O=S(=O)(NCC1CCCO1)c1ccccc1 (centres undefined) returned M4 PAM -1, CHRM5 agonist 1, M1 PAM parental 7, CHRM4 agonist 0, CHRM5 antagonist -10, M5 PAM 5, M1 ag parental -0.2, CHRM4 antagonist -3 and CHO-K1 Ca antag -17.
C=CCn1c(SCc2nc3scc(-c4ccccc4)c3c(=O)[nH]2)nnc1-c1ccccc1F was read as M4 PAM -10, CHRM5 agonist 3, M1 PAM parental 14, CHRM4 agonist 3, CHRM5 antagonist -6, M5 PAM 0, M1 ag parental 3.4, CHRM4 antagonist 0 and CHO-K1 Ca antag -5.
For NC(=O)C1CCN(C(=O)COc2ccc3c4c(c(=O)oc3c2)CCC4)CC1 the results were M4 PAM 2, CHRM5 agonist 0, M1 PAM parental 19, CHRM4 agonist 1, CHRM5 antagonist 4, M5 PAM 0, M1 ag parental 1.2, CHRM4 antagonist -3 and CHO-K1 Ca antag -3.
Screening CCC(C)N(C(=O)COc1ccc(Cl)c2cccnc12)C1CCS(=O)(=O)C1 (centres undefined) returned M4 PAM -4, CHRM5 agonist -1, M1 PAM parental 10, CHRM4 agonist 0, CHRM5 antagonist 13, M5 PAM -6, M1 ag parental 0.1, CHRM4 antagonist 9 and CHO-K1 Ca antag -6.
Screening CCN(CC)CCn1c(NCc2ccco2)nc2ccccc21 returned M4 PAM -4, CHRM5 agonist -5, M1 PAM parental -6, CHRM4 agonist 0, CHRM5 antagonist 3, M5 PAM -3, M1 ag parental 2.7, CHRM4 antagonist 8 and CHO-K1 Ca antag 16.
Screening O=C(CSc1nnc(-c2ccco2)n1Cc1ccco1)N1CCOCC1 returned M4 PAM 3, CHRM5 agonist 0, M1 PAM parental 22, CHRM4 agonist 4, CHRM5 antagonist 3, M5 PAM -4, M1 ag parental 2.6, CHRM4 antagonist -3 and CHO-K1 Ca antag -21.
Screening CC(C)NC(=O)N(C)C[C@H]1Oc2ccc(NS(=O)(=O)c3cn(C)cn3)cc2C(=O)N([C@H](C)CO)C[C@@H]1C returned M4 PAM 3, CHRM5 agonist -2, M1 PAM parental 20, CHRM4 agonist 0, CHRM5 antagonist 13, M5 PAM 5, M1 ag parental 0.9, CHRM4 antagonist 1 and CHO-K1 Ca antag -13.
COc1cc(C(=O)N2CCN(S(=O)(=O)c3ccc(C(C)C)cc3)CC2)ccc1OCC(=O)N1CCOCC1 was read as M4 PAM 3, CHRM5 agonist 0, M1 PAM parental 1, CHRM4 agonist 1, CHRM5 antagonist -6, M5 PAM 6, M1 ag parental 0.1, CHRM4 antagonist -10 and CHO-K1 Ca antag 4.
Screening CCOc1ccc(/C=N/Nc2nc(N3CCCC3)nc(N3CCCC3)n2)cc1OC returned M4 PAM -4, CHRM5 agonist 4, M1 PAM parental 12, CHRM4 agonist 6, CHRM5 antagonist 1, M5 PAM -3, M1 ag parental 4.2, CHRM4 antagonist 2 and CHO-K1 Ca antag -12.
`NC(=O)c1c(NC(=O)C2CCCO2)sc2c1CCCCC2` (centres undefined) gave M4 PAM 9, CHRM5 agonist 0, M1 PAM parental 9, CHRM4 agonist 1, CHRM5 antagonist -1, M5 PAM 0, M1 ag parental 0.5, CHRM4 antagonist -5 and CHO-K1 Ca antag 1.
`CN(CCc1ccccn1)C(=S)Nc1cccc(S(=O)(=O)N(C)C)c1` gave M4 PAM -1, CHRM5 agonist 1, M1 PAM parental -14, CHRM4 agonist 2, CHRM5 antagonist -7, M5 PAM 3, M1 ag parental 0.8, CHRM4 antagonist -7 and CHO-K1 Ca antag -7.
`CN(C(=O)c1cc2c(s1)-c1ccccc1S(=O)(=O)C2)c1ccccc1` gave M4 PAM 0, CHRM5 agonist 0, M1 PAM parental 0, CHRM4 agonist 6, CHRM5 antagonist 15, M5 PAM -8, M1 ag parental 2.0, CHRM4 antagonist 6 and CHO-K1 Ca antag -4.
For O=C(c1ccco1)N1CCN(c2nc(C3CC3)nc3sc4c(c23)CCCC4)CC1 the results were M4 PAM -10, CHRM5 agonist -4, M1 PAM parental 1, CHRM4 agonist 6, CHRM5 antagonist 1, M5 PAM -9, M1 ag parental 1.5, CHRM4 antagonist 13 and CHO-K1 Ca antag -17.
Screening O=C(COC(=O)c1cnccn1)c1ccc(Br)cc1 returned M4 PAM 10, CHRM5 agonist -6, M1 PAM parental 8, CHRM4 agonist 1, CHRM5 antagonist 8, M5 PAM 15, M1 ag parental 0.4, CHRM4 antagonist -3 and CHO-K1 Ca antag 9.
For COc1ccc(C(C(=O)NC(C)(C)C)N(CCO)C(=O)CCC(=O)Nc2cc(C)on2)cc1 (centres undefined) the results were M4 PAM -3, CHRM5 agonist 0, M1 PAM parental 2, CHRM4 agonist 2, CHRM5 antagonist 12, M5 PAM -9, M1 ag parental 0.3, CHRM4 antagonist 1 and CHO-K1 Ca antag -12.
